Assay outcomes: PubChem BioAssay, several laboratories
Scp-1 inhibitor = blocks human Scp-1 phosphatase activity. Q9GZU7. Recombinant Scp1, phosphopeptide, malachite green phosphate absorbance. inhibition, % at 20 µM. actives 0.88% (n = 340,000). AID 493091;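 active = inhibition above about 50% at 20 µM, limit read from the data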;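 also: plate controls were DMSO wells with enzyme for no effect and wells lacking enzyme for full effect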
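Assay system: SCP-1 catalytic fragment, aa 76-261 | Buffer or medium: Tris acetate buffer pH 5.5 with MgCl2 and Tween-20 | Compound: One concentration, 20 µM, with 1.0% DMSO | Also added: Phospho 17-mer peptide substrate | Signal: Absorbance at 630 nm | Incubation: 45 min enzyme reaction at room temperature | Measure: % inhibition of SCP-1 phosphate liberation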
DNMT1 block = DNMT1 (human) enzyme inhibition; P26358; DNMT1 molecular beacon, Hinp1I cleavage, fluorescence; inhibition (reported as % activation of signal), % at 10 µM; actives 0.83% (n = 360,000); AID 588458; in the data active = inhibition above about 50%
SUMO1 PPI mod = modulators of human SUMO1-mediated protein-protein interactions. P63165. actives 0.33% (n = 360,000). inhibition, % at 20 µM. SUMO1 binding to a labelled peptide, TR-FRET, 1 h. AID 602429; in the data active = inhibition above about 37%
Target sequence (P63165 whole entry, looked up): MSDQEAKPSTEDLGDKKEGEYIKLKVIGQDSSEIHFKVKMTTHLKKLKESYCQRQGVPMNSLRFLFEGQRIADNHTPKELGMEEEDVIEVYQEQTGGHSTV
TbMetRS inhib = Trypanosoma brucei MetRS inhibition. purified T. brucei MetRS, ATP depletion, Kinase-Glo luminescence. inhibition, % at 11.9 µM. actives 0.4% (n = 360,000). AID 624268;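 active = inhibition above a per-plate cutoff of the control wells' mean inhibition plus 3 SD, cut at about 5.5% in these data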;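 also: 0% = DMSO wells median and 100% = median of wells with control inhibitor compound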
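Material: parasite MetRS enzyme / Replication: singlicate, one well per compound / Signal: luminescence of leftover ATP / Schedule: 2 h aminoacylation at 25 °C after 15 min preincubation / Medium: HEPES-MgCl2-KCl buffer plus DTT, spermine, BSA, pyrophosphatase / Doses: 11.9 µM single point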
NadD block = inhibitors of Staphylococcus aureus NadD | purified NadD enzyme, colorimetric absorbance read-out | inhibition, % at 20 µM | actives 0.78% (n = 360,000) | AID 602399; in the data active = inhibition above about 26%; also: some compounds past the cut are filed as inactive
SKN-1 inh = blocks SKN-1 activity in C. elegans. AID 624304. inhibition, % at 21.8 µM. actives 0.49% (n = 360,000). C. elegans VP596 Pgst-4::GFP/RFP ratio, acrylamide-induced, 24 h;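 active = interference check ratio from 0.5 to 1.5 plus GFP to RFP signal ratio inhibition reaching or exceeding a fixed threshold, cut at about 30% in these data, passing the limit was not always enough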; also: some compounds called inactive have numbers as strong as hits
LMPTP block = LMPTP (human) inhibition. AID 651560. inhibition, % at 20 µM. P24666. recombinant LMPTP-A, OMFP fluorogenic substrate, fluorescence intensity. actives 0.22% (n = 360,000);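 active = compounds that cut the enzyme signal by at least half of the control window in the single-dose screen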;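 also: plate controls were DMSO wells with enzyme plus substrate for no effect and substrate without enzyme for full effect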
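Buffer or medium: Bis-Tris pH 6.0, DTT, detergent; Assay system: LMPTP-A enzyme; Quantity: 0.625 nM enzyme; Detection: endpoint fluorescence intensity; Times: 50 min dark incubation at room temperature; Controls: substrate-only low control, DMSO enzyme-plus-substrate high control; Doses: single 20 µM dose; Read-out: percent inhibition versus substrate-only and uninhibited controls; Reagent: 400 µM OMFP.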
NRP1-CendR mod = alters CendR peptide binding to human NRP-1; O14786; actives 0.85% (n = 360,000); FAM-RPARPAR peptide binding to NRP-1, fluorescence polarization; inhibition, % at 25 µM;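 active = inhibition or corrected inhibition above about 18%, plus a signal ratio from 0.5 to 1.5, limit read from the data, passing the limit was not always enough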; also: strong numbers were not always called active
Target sequence (O14786 whole entry, looked up): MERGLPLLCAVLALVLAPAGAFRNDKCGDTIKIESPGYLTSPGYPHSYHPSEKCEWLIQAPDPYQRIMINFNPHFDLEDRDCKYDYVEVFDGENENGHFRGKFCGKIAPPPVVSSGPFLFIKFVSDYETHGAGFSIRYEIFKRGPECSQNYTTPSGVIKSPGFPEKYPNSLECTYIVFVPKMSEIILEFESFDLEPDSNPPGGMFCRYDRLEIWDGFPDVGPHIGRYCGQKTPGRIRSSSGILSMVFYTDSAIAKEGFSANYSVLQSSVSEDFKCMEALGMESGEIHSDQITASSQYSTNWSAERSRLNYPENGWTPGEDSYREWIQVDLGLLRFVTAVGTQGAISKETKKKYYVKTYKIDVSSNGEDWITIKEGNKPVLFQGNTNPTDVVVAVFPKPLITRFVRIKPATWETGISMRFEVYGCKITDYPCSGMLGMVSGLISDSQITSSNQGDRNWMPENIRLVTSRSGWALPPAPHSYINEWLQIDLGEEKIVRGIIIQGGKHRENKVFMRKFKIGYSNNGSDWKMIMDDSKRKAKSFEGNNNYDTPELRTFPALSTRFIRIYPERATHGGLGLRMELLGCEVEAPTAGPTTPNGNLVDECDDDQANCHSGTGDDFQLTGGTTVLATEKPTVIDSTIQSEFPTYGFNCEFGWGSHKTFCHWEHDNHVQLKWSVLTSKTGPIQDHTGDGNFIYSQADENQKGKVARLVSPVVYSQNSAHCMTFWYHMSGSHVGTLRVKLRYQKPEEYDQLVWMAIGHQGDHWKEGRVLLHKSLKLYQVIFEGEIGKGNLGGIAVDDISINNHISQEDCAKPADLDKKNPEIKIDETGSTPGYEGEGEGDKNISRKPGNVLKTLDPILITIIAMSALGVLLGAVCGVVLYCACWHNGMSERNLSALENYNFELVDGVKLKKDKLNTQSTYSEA
Neddyl block = blocks human cullin neddylation; actives 0.58% (n = 360,000); TR-FRET cullin neddylation, biochemical; calls only at 25 µM; in the data active = inhibition above about 36%
STEP block = blocks human striatal-enriched tyrosine phosphatase; P54829; recombinant STEP, OMFP fluorogenic substrate, fluorescence; inhibition, % at 20 µM; actives 0.25% (n = 360,000);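 active = inhibition at 20 µM, scaled per plate between control wells, above about 37%, limit read from the data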;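 also: 0% = DMSO with enzyme and substrate and 100% = substrate only without enzyme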
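Also added – OMFP at 25 µM · Test system – STEP tyrosine phosphatase · Technique – FITC-channel fluorescence of OMFP product · Schedule – 20 min at room temperature, dark · Evaluation – control-normalized % inhibition with plate pattern correction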
* = called active by the depositor; i = inactive; / = not tested or not shown; & = joins results of further samples.

SMILES | Scp-1 inhibitor | DNMT1 block | SUMO1 PPI mod | TbMetRS inhib | NadD block | SKN-1 inh | LMPTP block | NRP1-CendR mod | Neddyl block | STEP block
COc1ccc(NC(=O)c2cc(-c3cccs3)on2)cc1 | -3 | 1 | -2 | -0.5 | 2 | 7 | 1.6 | -4 | i | -2
OCc1csc(=Nc2ccccc2)n1-c1ccccc1 | -2 | -1 | 1 | -0.5 | 6 | 15 | 0.4 | 16 | i | 0
Cc1ccccc1N1C(=O)C2C3C=CC(CC3)C2C1=O (stereo unspecified) | -2 | 3 | 6 | -0.6 | -3 | 3 | -0.5 | 9 | i | 2
O=C(O)c1ccc(NS(=O)(=O)c2cc(Cl)ccc2Cl)cc1O | -10 | 0 | 5 | -0.2 | -1 | -14 | -0.6 | -9 | i | 2
Cc1ccc(SCC(=O)Nc2cccc(C(=O)NC(C)(C)C)c2)cc1 | -8 | 2 | -1 | -1.2 | -4 | -18 | -1.3 | -4 | i | 4
O=[N+]([O-])c1ccccc1S(=O)(=O)N1CCCCC1 | -3 | 3 | -6 | -0.4 | -3 | 13 | -4.4 | 0 | i | 0
O=C(CCC(=O)Nc1ccc(F)cc1)N/N=C/c1cc([N+](=O)[O-])ccc1O | 6 | -1 | -16 | -0.6 | -2 | 4 | -0.8 | 1 | i | -1
Cn1nnnc1SCC(=O)N1CCN(c2ccccc2)CC1 | -7 | 1 | -1 | -1.4 | 7 | -7 | -0.9 | 16 | i | 1
Cc1cc(Br)c2c(c1)C1(OCCO1)C(=O)N2 | -8 | -3 | -2 | -0.4 | 1 | 13 | 0.5 | 12 | i | -1
COc1cc(SC)ccc1C(=O)Nc1c(Cl)cncc1Cl | -1 | 2 | -2 | -1.4 | -7 | 10 | 1.1 | -22 | i | -1
COc1ccc(CNC(=O)CCSc2nc(-c3ccc4c(c3)OCO4)cc(C(F)(F)F)n2)cc1 | -11 | 7 | 0 | -0.7 | -5 | -15 | 2.1 | 1 | / | 3
Cc1c(C(=O)N2C[C@@H](C)O[C@@H](C)C2)oc2c(F)cccc12 | -5 | 0 | 1 | 0.1 | -4 | 23 | -1.6 | -8 | i | 0

As a working copy, some entries already given:
SMILES | Scp-1 inhibitor | DNMT1 block | SUMO1 PPI mod | TbMetRS inhib | NadD block | SKN-1 inh | LMPTP block | NRP1-CendR mod | Neddyl block | STEP block
Cc1cc(Br)c2c(c1)C1(OCCO1)C(=O)N2 | -8 | -3 | -2 | -0.4 | 1 | 13 | 0.5 | 12 | i | -1
COc1cc(SC)ccc1C(=O)Nc1c(Cl)cncc1Cl | -1 | 2 | -2 | -1.4 | -7 | 10 | 1.1 | -22 | i | -1

Continued:
SMILES | Scp-1 inhibitor | DNMT1 block | SUMO1 PPI mod | TbMetRS inhib | NadD block | SKN-1 inh | LMPTP block | NRP1-CendR mod | Neddyl block | STEP block
CC(=O)Nc1ccccc1C(=O)C(=O)Nc1cccc(F)c1 | 0 | 0 | -2 | -0.1 | 0 | -9 | 0.7 | 15 | i | 2
O=C(NCCSCc1ccccc1)c1ccc(C2SCC(=O)N2Cc2ccccc2)cc1 (stereo unspecified) | -5 | -12 | 0 | -0.6 | 1 | 8 | 4.3 | -44 | i | 4
Cc1cccc(Cc2nnc(CCC(=O)NCc3cnc4ccccn34)o2)c1 | -2 | -1 | -4 | -0.6 | -1 | 0 | -1.4 | 11 | i | 2
S=C(Nc1ccccc1)N1CCN(c2ccccc2)CC1 | -5 | 1 | 4 | -0.1 | 0 | 18 | -0.2 | 8 | i | 5
CCCSC1C(C)=C(C)C(=O)N1Cc1ccccc1 (stereo unspecified) | -8 | 2 | 1 | 0.3 | -6 | 2 | 0.8 | 1 | i | -2
COCc1cc(C)nc(SCC(=O)Nc2ccc3c(c2)OCCO3)c1C#N | -5 | 0 | -4 | 0.2 | -4 | -6 | 1.2 | 2 | i | -1
O=C(NCCN1CCOCC1)c1cc2sccc2n1Cc1ccc(Cl)cc1 | 1 | -7 | -4 | -0.2 | -8 | 4 | 0.9 | -2 | i | 1
CCCCOCCCNC(=O)N[C@H](C(=O)OC)C(C)CC (stereo partly specified) | 8 | 2 | -1 | 0.0 | 1 | -4 | -1.5 | 2 | i | -2
COc1ccc(Br)cc1CNC(=O)C1CCN(S(=O)(=O)N2CCCC2)CC1 | -6 | -1 | 2 | 0.0 | -1 | -2 | -0.8 | -2 | i | 1
O=C(Cn1c(NCCCO)nc2ccccc21)c1ccc(Cl)cc1Cl | -3 | -2 | 1 | 1.3 | -6 | 27 | 21 | -5 | i | 0
Cc1cc(C)nc(/N=C(\N)Nc2cccc([N+](=O)[O-])c2)n1 | -8 | 0 | -20 | -0.3 | -6 | 14 | -1.4 | -2 | i | -3
COC(=O)c1ccc(NC(=O)CSc2nnc(-c3ccccc3)n2C)cc1 | 4 | 3 | 0 | -1.7 | -4 | 8 | -0.3 | 9 | i | -3

A draw from above in order of SMILES length, highest first:
SMILES | Scp-1 inhibitor | DNMT1 block | SUMO1 PPI mod | TbMetRS inhib | NadD block | SKN-1 inh | LMPTP block | NRP1-CendR mod | Neddyl block | STEP block
O=C(CCC(=O)Nc1ccc(F)cc1)N/N=C/c1cc([N+](=O)[O-])ccc1O | 6 | -1 | -16 | -0.6 | -2 | 4 | -0.8 | 1 | i | -1
Cc1c(C(=O)N2C[C@@H](C)O[C@@H](C)C2)oc2c(F)cccc12 | -5 | 0 | 1 | 0.1 | -4 | 23 | -1.6 | -8 | i | 0
COc1ccc(Br)cc1CNC(=O)C1CCN(S(=O)(=O)N2CCCC2)CC1 | -6 | -1 | 2 | 0.0 | -1 | -2 | -0.8 | -2 | i | 1
Cc1cc(C)nc(/N=C(\N)Nc2cccc([N+](=O)[O-])c2)n1 | -8 | 0 | -20 | -0.3 | -6 | 14 | -1.4 | -2 | i | -3
COC(=O)c1ccc(NC(=O)CSc2nnc(-c3ccccc3)n2C)cc1 | 4 | 3 | 0 | -1.7 | -4 | 8 | -0.3 | 9 | i | -3
O=C(O)c1ccc(NS(=O)(=O)c2cc(Cl)ccc2Cl)cc1O | -10 | 0 | 5 | -0.2 | -1 | -14 | -0.6 | -9 | i | 2
Cc1ccccc1N1C(=O)C2C3C=CC(CC3)C2C1=O (stereo unspecified) | -2 | 3 | 6 | -0.6 | -3 | 3 | -0.5 | 9 | i | 2
Cn1nnnc1SCC(=O)N1CCN(c2ccccc2)CC1 | -7 | 1 | -1 | -1.4 | 7 | -7 | -0.9 | 16 | i | 1
Cc1cc(Br)c2c(c1)C1(OCCO1)C(=O)N2 | -8 | -3 | -2 | -0.4 | 1 | 13 | 0.5 | 12 | i | -1
CCCSC1C(C)=C(C)C(=O)N1Cc1ccccc1 (stereo unspecified) | -8 | 2 | 1 | 0.3 | -6 | 2 | 0.8 | 1 | i | -2

(listing goes on)
SMILES | Scp-1 inhibitor | DNMT1 block | SUMO1 PPI mod | TbMetRS inhib | NadD block | SKN-1 inh | LMPTP block | NRP1-CendR mod | Neddyl block | STEP block
Cn1sccc1=O | -9 | 2 | 0 | -1.0 | 3 | 6 | -1.4 | -4 | i | 0
O=c1[nH]c2ccccc2nc1C(F)(F)C(F)F | 0 | 1 | -7 | -0.7 | -5 | -1 | 0.9 | 1 | i | -2
NC(=O)C1CCN(C2CC(=O)N(c3cccc(F)c3)C2=O)CC1 (stereo unspecified) | 3 | 0 | 1 | -0.3 | -3 | -16 | 0.6 | 3 | i | -1
Cc1cccc(N=C2NN=C(c3c[nH]c4ccccc34)CS2)c1 | -1 | -33 | -7 | -0.3 | 4 | 19 | -0.6 | -5 | i | -3
CCCc1cc(=O)[nH]c(SCC(=O)Nc2sccc2C#N)n1 | 4 | 21 | 24 | -0.3 | 0 | 3 | 3.4 | -21 | i | 0
CCc1nnc(NC(=O)c2ccc3c(c2)C(=O)N(C(C)(C)C)C3=O)s1 | -3 | 2 | -18 | -0.2 | 1 | 12 | -0.5 | 5 | i | 2
Clc1ccc(Oc2cnns2)cc1Cl | -7 | 2 | -2 | -1.0 | -7 | 12 | -2.4 | 12 | i | 0
CCCC(=O)Nc1nnc(SCC(=O)NCc2ccc3c(c2)OCO3)s1 | -4 | -8 | -1 | -0.2 | 1 | -9 | -1.4 | -2 | i | -2
O=C1CCC([N+](=O)[O-])C(c2ccc(F)c(Br)c2)N1 (stereo unspecified) | -9 | 2 | -1 | -0.3 | -1 | 0 | -0.9 | 1 | i | -2
O=C(CNC(=O)c1ccccc1)OCN1C(=O)c2ccccc2C1=O | -1 | 2 | -4 | 0.1 | 6 | 13 | 0.3 | 7 | i | 0
O=C(OCC(O)C(O)C(O)COC(=O)c1ccccc1)c1ccccc1 (stereo unspecified) | 1 | -3 | 4 | 0.2 | 3 | 5 | -2.2 | 4 | i | -3
Cc1ccc(C(=O)NCC(=O)NCc2ccccc2F)s1 | -5 | 5 | 3 | -0.4 | -3 | 10 | -0.8 | -5 | i | -3
CO[C@@H]1CN(C)C(=O)c2cc(NC(=O)NC3CCCCC3)ccc2OC[C@@H](C)N(CCc2ccccc2)C[C@@H]1C | / | / | -1 | -0.5 | / | 7 | -0.4 | 6 | i | /
CCCCNC(=O)C1(C)CCN1C(=O)c1cc(F)ccc1C (stereo unspecified) | / | 0 | 8 | -0.2 | 0 | -2 | -0.1 | -12 | i | 1
CCC1Sc2ccc(S(=O)(=O)CCC(=O)NC3CCCCCC3)cc2NC1=O (stereo unspecified) | 5 | 2 | 1 | -1.0 | -4 | -3 | -1.4 | 3 | i | 2
CCOC(=O)[C@H]1[C@H]2COc3cc(OC)ccc3[C@@H]2N2C(=O)N(c3ccc(Cl)cc3)C(=O)[C@@]12C | -6 | -2 | -5 | 0.1 | -2 | 16 | 2.2 | 9 | i | 2
CC(=O)N1CCN(C(=O)COC(=O)COc2c(C)cc(C)cc2C)CC1 | -5 | 8 | 3 | -0.1 | 3 | 5 | 0.1 | 2 | i | -3
CCC(C)Sc1cc(-c2nc3ccc(Cl)cn3c2NC2CCCCC2)ccc1OC (stereo unspecified) | 13 | -14 | 7&4 | 0.2&-0.9 | 17&12 | -8&4 | 5.5&1.8 | -32&-20 | / | 3
CCc1ccccc1NC(=O)CSc1nnc(Cn2cnc3ccccc32)o1 | -2 | 0 | 2 | -0.3 | -5 | 7 | -0.6 | 2 | i | -5
CC1(C)CC(=O)C2=C(C1)OC(N)=C(C#N)C2c1cccs1 (stereo unspecified) | -7 | 0 | -1 | -0.2 | -4 | 15 | -0.8 | -24 | i | 2
COc1ccc(CC(=O)Nc2c3c(nn2C(C)(C)C)CS(=O)(=O)C3)cc1OC | -1 | 0 | -2 | 0.0 | 4 | 3 | -1.4 | 3 | i | -1
CC(=O)c1ccc(Sc2nnnn2-c2ccccc2)c([N+](=O)[O-])c1 | -12 | 11 | -24 | -0.1 | -2 | 0 | 0.2 | -8 | i | 1
COC(=O)c1c(O)cc(C(C)(C)C)n(-c2ccccc2)c1=O | -5 | 1 | -2 | 0.2 | -1 | 8 | -1.6 | -3 | i | 0

Compounds as they come. Share with any hit: about 4.6%.
